S100A4 MyoIIA: inhibitors of S100A4-myosin IIA peptide binding, primary screen, biochemical, fluorescence polarization, TAMRA-MyoIIA peptide; Protein S100-A4 (Homo sapiens), P26447; inhibition, % at 10.7 µM; 360,000 compounds, 0.14% hits; AID 652163, 2013;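 active means mean inhibition of at least 70% across replicates, with every replicate also reaching that level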
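Material: S100A4 monomer protein / Buffer or medium: 50 mM HEPES pH 7.2, 10 mM CaCl2, 100 mM KCl / Times: 5 min incubation before reading / Benchmarks: neutral control DMSO, positive control TFP / Reagent: labelled myosin peptide probe, 5 nM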
RAD54 inh: inhibitors of human RAD54 branch migration, primary screen, biochemical, fluorescence, single point; 360,000 compounds, 0.14% hits; RAD54 Holliday junction branch migration, FAM/BHQ fluorescence; inhibition, % at 10.4 µM; DNA repair and recombination protein RAD54-like (Homo sapiens), Q92698;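 active means mean normalized replicate activity at least 40 and at least half of replicates scoring 40 or more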;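 further: 0% = median of neutral control wells and 100% = median of positive control wells; inhibitors cause a drop in the FAM fluorescence signal; in these data hits start at about 50%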
esBAF inh: Bmi1 luciferase reporter increase in mESCs, primary screen, esBAF inhibitor project, mouse ES cells, Bmi1 luciferase knock-in, single point | 24 h; 100% = twice the neutral-well signal | reporter increase, % at 12.5 µM | 350,000 compounds, 2% hits; in the data active means activation above about 40%;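 further: 0% = median of the plate's neutral control wells and 100% = double that signal; a rise in the Bmi1 reporter signal indicates esBAF inhibition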
ERp5 inh: inhibitors of ERp5-driven insulin aggregation, primary screen, biochemical, turbidity, absorbance 650 nm, single point; Protein disulfide-isomerase A6 (Homo sapiens), Q15084; 90 min; inhibition, % at 9.99 µM; 350,000 compounds, 0.05% hits; AID 651711, 2012;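 active means mean replicate inhibition above about 25%, with every replicate also reaching it, limit read from the data, passing the limit was not always enough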
ERAP1 inh: human ERAP1 aminopeptidase inhibitors, primary screen, biochemical, single point, plate reader. 340,000 compounds, 0.15% hits. inhibition, % at 10.7 µM. recombinant ERAP1, Leu-AMC fluorescence, 60 min. AID 652197, 2013;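 active means mean replicate inhibition of at least 30%, or all replicates individually reaching that 30% level; inactive means mean below 30% and not every replicate reaching it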;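 further: 0% = neutral control wells and 100% = L-leucinethiol positive control wells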
Target sequence (Q9NZ08 whole entry, looked up): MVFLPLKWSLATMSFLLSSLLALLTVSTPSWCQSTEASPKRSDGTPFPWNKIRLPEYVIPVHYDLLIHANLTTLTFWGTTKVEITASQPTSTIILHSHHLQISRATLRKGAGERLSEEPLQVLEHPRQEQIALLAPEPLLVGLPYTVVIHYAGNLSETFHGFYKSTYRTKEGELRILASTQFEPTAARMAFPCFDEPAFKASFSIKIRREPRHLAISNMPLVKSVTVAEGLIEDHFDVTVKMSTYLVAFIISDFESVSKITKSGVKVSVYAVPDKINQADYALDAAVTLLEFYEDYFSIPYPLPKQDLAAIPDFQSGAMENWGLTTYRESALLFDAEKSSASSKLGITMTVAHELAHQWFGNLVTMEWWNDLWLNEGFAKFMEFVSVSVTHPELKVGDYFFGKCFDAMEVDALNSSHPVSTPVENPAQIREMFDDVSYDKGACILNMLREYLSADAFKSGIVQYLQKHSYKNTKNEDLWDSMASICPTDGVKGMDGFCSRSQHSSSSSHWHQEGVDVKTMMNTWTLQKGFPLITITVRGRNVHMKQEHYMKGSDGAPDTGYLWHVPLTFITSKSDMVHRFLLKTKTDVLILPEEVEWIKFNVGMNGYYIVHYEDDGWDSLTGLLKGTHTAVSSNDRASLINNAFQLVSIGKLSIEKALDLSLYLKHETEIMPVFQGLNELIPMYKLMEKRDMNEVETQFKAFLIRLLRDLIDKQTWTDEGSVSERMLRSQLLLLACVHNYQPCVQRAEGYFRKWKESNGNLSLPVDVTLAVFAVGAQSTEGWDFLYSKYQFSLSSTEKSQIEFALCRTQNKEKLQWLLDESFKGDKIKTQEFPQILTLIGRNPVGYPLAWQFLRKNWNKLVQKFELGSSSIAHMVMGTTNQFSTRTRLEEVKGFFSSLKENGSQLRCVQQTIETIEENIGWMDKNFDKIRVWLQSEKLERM
E-selectin induc: E-selectin induction in HUVECs, primary screen, imaging, HUVEC, immunofluorescence imaging, single point. P16581. normalized: neutral wells 0, TNF-alpha wells 100. activation, % at 7.58 µM. 260,000 compounds, 0.37% hits;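 active means mean E-selectin-positive cell signal at least 10% of the positive control, reached in at least 60% of replicates, without over 20% cell loss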;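 further: in these data hits start at about 27%; measured in HUVEC primary endothelial cells; signal is the percent of cells scored E-selectin positive by PE staining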
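Test system – human umbilical vein endothelial cells (HUVEC), E-selectin induction · Input – 3,000 HUVEC seeded per well · Buffer or medium – EGM-2, gelatin · Compound dosing – single-point compound dose · Detection – immunofluorescence imaging · Measure – percent E-selectin-positive cells · Controls – TNF-alpha high, DMSO low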
RAD52 inh: RAD52 DNA annealing inhibitors, primary screen, biochemical, FRET, single point, set 2 | DNA repair protein RAD52 homolog (Homo sapiens), P43351 | recombinant RAD52 DNA annealing, FRET fluorescence | inhibition, % at 18.7 µM | 360,000 compounds, 0.46% hits;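 active means every replicate showing at least 50% inhibition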
XiGFP reactiv: activators of inactive X chromosome reactivation, primary screen, imaging, XiGFP fibroblasts, GFP high-content imaging, set 2. XiGFP mouse fibroblasts, % GFP-positive cells imaging, 3 d; cells co-treated with 5-aza-dC sensitizer; scaled so ellipticine positive control = 100%. activation, % at 7.58 µM. 360,000 compounds, 0.055% hits. AID 743238, 2013;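 active means mean normalized replicate activation at least 10% and every replicate at or above 10%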;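 further: 0% = median of on-plate neutral control wells and 100% = ellipticine 6 µM median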
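System: 68-5-11 XiGFP fibroblast line | Buffer or medium: DMEM containing 5-aza-dC | Compound: Single point | Times: Compounds 3 days, fix/stain 15 min at room temperature | Benchmarks: Positive control ellipticine, 6 µM final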
The depositor's hits bear a star; / = not tested or not shown; & = joins results of further samples.

Structure,esBAF inh,RAD52 inh,XiGFP reactiv,S100A4 MyoIIA,ERp5 inh,ERAP1 inh,E-selectin induc,RAD54 inh
C/C=C/c1cnc2c(c1)C(=O)N([C@H](C)CO)C[C@@H](C)[C@H](CN(C)C(=O)Nc1ccc(C(F)(F)F)cc1)O2,4.9,7.4,0.0,1.9,-3.6,-1.0,0.2,-2.7
CC(C)NC(=O)CCn1ccc2cc(S(=O)(=O)N3CCCC3)ccc21,-3.8,-2.3,0.1,14.6,-0.4,1.5,/,-11.8
COc1ccccc1NC(=O)C1CCCN(S(=O)(=O)c2ccc3c(c2)CC(C)N3C(C)=O)C1 (stereo unspecified),-2.2,-11.2,0.3,-34.6,3.3,4.0,/,-12.5
Cc1ccc(CC(=O)NC2CCN(C)CC2)cc1,-2.2,-9.8,0.8,1.4,-3.5,1.3,/,-0.3
COc1ccc2cc(C#N)c(N3CCN(C(=O)c4ccccc4C)CC3)nc2c1,-22.6,7.4,0.0,-1.4,-1.0,0.5,/,0.7
O=C(Cc1ccccc1Cl)Nc1ccc(S(=O)(=O)Nc2nccs2)cc1,6.0,-3.4,-0.1,-1.7,5.7,-1.2,-0.3,-6.5
C[C@@H]1CN([C@H](C)CO)C(=O)c2cc(NS(=O)(=O)c3cn(C)cn3)ccc2O[C@@H]1CN(C)Cc1ccc(Cl)c(Cl)c1,-2.4,5.3,0.0,8.1,4.2,-0.3,-4.5,-11.6
N#C[C@@H]1[C@@H](c2ccc(C3=CCCC3)cc2)[C@H](CO)N1C(=O)C1CCC1,3.3,-20.0,0.1,-26.5,-2.0,1.7,11.2,-2.1
Cc1cc(C(=O)Nc2ncn(Cc3ccc(F)cc3)n2)ccc1[N+](=O)[O-],2.6,1.6,0.6,4.6,-2.7,/,-0.1,/
CSc1ncc(OCc2ccccc2)c(=O)[nH]1,1.3,-0.7,0.0,1.1,2.3,6.6,0.2,/
Cc1ccccc1C(=O)N1CCC(C(=O)Nc2cccc(S(=O)(=O)N3CCCCC3)c2)CC1,-2.2,-13.1,-0.1,-13.0,-4.9,-1.8,-0.6,1.9
C[C@H]1CN([C@@H](C)CO)C(=O)c2cc(C#CC(C)(C)O)cnc2O[C@H]1CN(C)Cc1ccccn1,2.5,-14.7,0.0,-7.2,-7.5,-0.7,-0.3,3.7
C=CCNC(=O)CN1N=C(c2ccc(C)cc2)CCC1=O,-2.1,-2.1,0.1,-0.1,4.8,4.3,/,-7.6
COc1ccc(NC(=O)Nc2ccc3c(c2)CC(=O)N([C@H](C)CO)C[C@H](C)[C@@H](CN(C)S(=O)(=O)c2c(C)noc2C)O3)cc1,-0.8,-11.6,-0.2,3.1,2.8,1.5,/,-7.0
Cc1c(C(=O)Nc2cccnc2)oc2ccc(Br)cc12,60.3*,-16.3,-0.1,-4.3,-4.5,-7.2,/,-9.2
O=C(/C=C/c1ccco1)NC(=S)Nc1nc(-c2ccc(Cl)cc2)cs1,/,-16.4,0.3,-1.4,-4.0,-1.5,0.3,0.9
COC(C[C@@H]1O[C@H]1[C@@H](O)COCc1ccccc1)OC,-4.0,-7.8,0.5,6.1,-1.5,-1.7,0.0,-6.4
Cn1cnnc1SCC(=O)NC(=O)NCc1ccccc1,-6.1,-4.7,0.1,-11.3,-0.4,2.4,-2.6,2.2
CO[C@H]1CN(C)C(=O)c2ccc(NS(=O)(=O)CC(F)(F)F)cc2OC[C@H](C)NC[C@H]1C,-0.7,-9.2,0.3,4.2,3.4,/,-0.2,3.9
CCOCCn1c(=O)c2c(nc3n2CCCN3CCc2ccccc2)n(C)c1=O,6.6,-9.8,0.1,-0.7,0.6,-0.3,/,6.8
COc1ccc2nc(NC(=O)Nc3cccc4ccccc34)sc2c1,/,-39.6,0.4,-3.2,-8.4,-1.7,3.2,/
N#CC1(NC(=O)CN2CCc3ccccc3C2)CCCC1,/,-11.0,0.4,-5.2,-5.5,4.4,/,/
O=C(O)C1=C[C@H](c2ccc(Br)cc2)C[C@H](OCc2ccc(CO)cc2)O1,11.1,-26.6&3.5,0.0,0.5&-3.4,-3.7&-0.2,0.4&0.6,0.0,-6.7
O=C1CNC[C@H]2[C@@H](c3ccc(-c4ccccc4F)cc3)[C@H](CO)N12,/,-35.4,0.1,-8.9,0.8,2.4,-0.3,/
C[C@H]1CN([C@@H](C)CO)C(=O)CCCn2cc(nn2)CO[C@H]1CN(C)C(=O)Nc1ccc(-c2cccs2)cc1,0.7,17.2,-0.2,0.2,-0.5,-4.9,0.8,-9.5

3 compounds already listed, sorted by the value under esBAF inh, rising.
Molecule	esBAF inh
COc1ccc(NC(=O)Nc2ccc3c(c2)CC(=O)N([C@H](C)CO)C[C@H](C)[C@@H](CN(C)S(=O)(=O)c2c(C)noc2C)O3)cc1	-0.8
CO[C@H]1CN(C)C(=O)c2ccc(NS(=O)(=O)CC(F)(F)F)cc2OC[C@H](C)NC[C@H]1C	-0.7
C[C@H]1CN([C@@H](C)CO)C(=O)CCCn2cc(nn2)CO[C@H]1CN(C)C(=O)Nc1ccc(-c2cccs2)cc1	0.7

(continued)
Structure,esBAF inh,RAD52 inh,XiGFP reactiv,S100A4 MyoIIA,ERp5 inh,ERAP1 inh,E-selectin induc,RAD54 inh
O=C(Nc1c2c(nn1-c1ccc(F)cc1)CS(=O)C2)c1ccc(S(=O)(=O)N2CCOCC2)cc1 (stereo unspecified),/,-21.1,0.2,-2.1,1.0,-3.4,/,/
C=CC[C@@H](CC(=O)N[C@@H](CO)Cc1ccccc1)C(=O)N[C@H](COC(=O)[C@@H](CC=C)CC(=O)OC(C)(C)C)Cc1c[nH]c2ccccc12,-1.3,-6.8,0.1,-1.3,-1.2,/,-0.3,3.3
N#Cc1cccc(C(=O)C(=O)N2CCN(c3ccccc3)CC2)c1,/,-2.5,0.4,-7.0,3.6,-1.5,0.0,/
CCOc1ccc(NC(=O)CN(C)C(=O)/C=C/c2ccc(S(=O)(=O)N3CCCCCC3)cc2)cc1OCC,/,-18.9,-0.1,-4.7,-3.0,1.2,1.6,-3.0
CSCCC(NC(=O)c1ccco1)C(=O)OCc1cc([N+](=O)[O-])cc2c1OCOC2 (stereo unspecified),/,-21.9,0.2,-13.4,1.3,1.1,/,/
COc1cc(NS(=O)(=O)c2cc(C(=O)NCCc3ccccn3)ccc2OC)cc(OC)c1,/,-5.0,0.1,0.7,1.0,-1.9,0.0,4.6
Cc1cc(C(=O)NN=C2CCCCCCC2)c2ccccc2n1,6.5,-2.9,-0.7,-2.4,-3.6,-0.8,-0.7,-19.3
CC(C)c1nnc(NC(=O)CCC(=O)Nc2ccc(F)cc2)s1,0.2,-6.2,/,2.9,1.8,3.7,/,-9.5
C1CCC(NC2=NCCO2)CC1,8.4,-11.5,0.3,-7.8,2.1,0.3,1.1,4.8
Cc1noc(C)c1NC(=O)N(C)C[C@@H]1Oc2ccc(NC(=O)C3CC3)cc2CC(=O)N([C@H](C)CO)C[C@@H]1C,-4.0,-2.2,0.0,-5.7,-3.2,0.6,0.0,3.4
COC(=O)c1ccc(COc2ccc3c(C)c(C)c(=O)oc3c2)o1,37.3,-25.9,/,4.7,-0.9,2.7,/,0.7
CCOC(=O)[C@]12CCCC=C1N(CCC1=CCCCC1)C(=O)[C@H](CC(=O)N1CCN(C(=O)c3ccco3)CC1)C2,/,-12.0,/,-2.3,-2.7,-1.2,2.7,/
COCCNC(=O)C1(C)CCN(Cc2cccc(Oc3ccccc3)c2)C1 (stereo unspecified),-5.6,-8.3,0.0,2.4,-0.7,-1.1,/,13.9
C/C=C/c1ccc([C@@H]2[C@H]3CN(C(=O)Nc4ccc(OC)cc4)CC(=O)N3[C@H]2CO)cc1,/,-6.0,0.8,-1.6,-0.4,-3.4,2.6,/
Cc1cc(NC(=O)COC(=O)CCn2c(C)csc2=O)c([N+](=O)[O-])cc1C,-2.6,-12.7,0.2,-11.6,-3.7,1.2,0.1,0.3
CCC(C(=O)OCC(=O)Nc1c(C)nn(-c2ccccc2)c1C)c1ccccc1 (stereo unspecified),11.9,-10.3,-0.1,12.3,2.0,2.4,-0.2,-1.5
N=C1C(c2nc3ccccc3s2)=C(O)CN1NC(=O)c1ccccc1[N+](=O)[O-],/,-16.9,0.1,-16.8,-6.6,5.9,/,/
CC(=O)C[C@H](O)CC(=O)[C@@H]1OC(=O)CCCCCCc2ccccc21,-1.3,/,0.0,/,/,/,-0.1,-6.0
O=C(NCc1ccccn1)C1CCN(S(=O)(=O)c2ccccc2F)CC1,-4.4,-11.5,0.3,-13.6,-2.8,2.3,-1.0,-4.6
CC1(C(=O)NCc2ccccc2)CN(S(C)(=O)=O)CC(=O)N1CC(F)(F)F (stereo unspecified),/,-9.1,0.3,3.8,0.5,-0.3,0.1,/
C[C@@H]1CCCCO[C@@H](CN(C)C(=O)CCC(F)(F)F)[C@@H](C)CN([C@H](C)CO)C(=O)c2cc(NC(=O)Nc3ccccc3)ccc2O1,-1.9,14.7,0.4,5.8,-9.0,-3.7,1.0,6.2
CCC(=O)Nc1c(-c2ccc(Cl)cc2)c(=O)c2ccccc2n1C,-8.0,-8.6,0.4,0.5,3.7,1.7,-0.1,-7.9
COCCCN(C(=S)Nc1cc(Cl)cc(Cl)c1)C(C)c1ccccn1 (stereo unspecified),1.9,-15.7,-0.1,-3.0,-4.8,-1.3,/,-1.4
CCC(=O)N1[C@H](CO)[C@H](c2ccccc2)[C@H]1CN(C)C(=O)c1ccccc1F,3.3,-12.6,0.4,18.8,0.9,1.5,0.0,3.0
CCOC(=O)N1CCN(C(=O)C2CCN(C(=O)c3ccccc3C)CC2)CC1,-9.8,-42.3,1.0,7.9,15.5,28.1,-0.8,6.9

Assay outcomes (PubChem)
